Assay outcomes as filed in PubChem BioAssay.
TROY signal inh – inhibitors of TROY-dependent NF-kB signaling | inhibition, % at 10 µM | 360,000 tested, 0.98% active | AID 1347056 | Q293 LMP1-TROYcd NF-kB luciferase reporter, 4 h;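 active = compounds whose plate-normalised and pattern-corrected inhibition of the luciferase reporter signal at the single screening dose is 50% or more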
SRC3 inh – inhibitors of human steroid receptor coactivator 3 (SRC3); Q9Y6Q9; HEK293 GAL4-SRC3 luciferase reporter, luminescence; inhibition, % at 3.6 µM; 360,000 tested, 0.17% active; AID 588352;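 active = inhibition above a per-campaign cutoff, the mean of all compounds plus 3 SD, cut at about 60% in these data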;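 note: 0% = DMSO-treated cells and 100% = gossypol-treated cells at 36 µM; higher means less SRC3-driven luciferase light from the GAL4 reporter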
C8 TRAIL sens – sensitizes caspase-8 expressing cells to TRAIL. NB7+C8 cells + TRAIL, ATPlite viability luminescence. inhibition (viability loss, TRAIL sensitization), % at 10 µM. 360,000 tested, 1% active;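 active = compounds causing at least 50% loss of cell viability in the single-dose screen, relative to plate controls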
NOD2 RIPK2 PPI – inhibitors of human NOD2-RIPK2 interaction; O43353; inhibition, % at 4.98 µM; 360,000 tested, 0.38% active; CHO BLA complementation NOD2-RIPK2, CCF4 ratio; in the data active = inhibition above about 21%;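 note: 0% = vehicle only and 100% = reference blocker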
NCOA1 inh – inhibits human SRC1 coactivator | HEK293 GAL4-SRC1 luciferase reporter, luminescence | inhibition, % at 3.6 µM | 360,000 tested, 0.12% active | AID 588354;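 active = inhibition above the campaign mean plus 3 SD, with each screening campaign given its own cutoff, cut at about 60% in these data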;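 note: 0% = DMSO treated cells and 100% = gossypol at 36 µM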
EBV LMP1 NFkB – Epstein-Barr LMP1 NF-kappaB reporter inhibition; LMP1-induced NF-kappaB luciferase reporter cells, luminescence; inhibition, % at 12.5 µM; 350,000 tested, 0.69% active; in the data active = inhibition above about 41%;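 note: 0% = neutral control wells and 100% = reference inhibitor control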
COUP-TFII inh – inhibitors of human COUP-TFII (NR2F2). HEK293T NGFI-A luciferase reporter, luminescence. inhibition, % at 8.6 µM. 370,000 tested, 0.7% active. AID 686940;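 active = inhibition above a per-plate cutoff, mean inhibition of test wells between control levels plus 3 SD, cut at about 38% in these data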;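 note: cells cotransfected with COUP-TFII expression vector driving the NGFI-A reporter; 0% = median of COUP-TF2 test wells and 100% = reporter-only cells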
SRC2 inh – human SRC2 (NCOA2) inhibition; Q15596; HEK293 GAL4-SRC2 luciferase reporter, luminescence; inhibition, % at 9 µM; 370,000 tested, 0.17% active;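 active = inhibition above the mean inhibition of all tested compounds plus 3 SD, set per campaign, cut at about 52% in these data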;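 note: 0% = DMSO treated cells and 100% = cells given Gossypol at 36 µM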
Target sequence (Q15596 whole entry, looked up, the tested form may be a part): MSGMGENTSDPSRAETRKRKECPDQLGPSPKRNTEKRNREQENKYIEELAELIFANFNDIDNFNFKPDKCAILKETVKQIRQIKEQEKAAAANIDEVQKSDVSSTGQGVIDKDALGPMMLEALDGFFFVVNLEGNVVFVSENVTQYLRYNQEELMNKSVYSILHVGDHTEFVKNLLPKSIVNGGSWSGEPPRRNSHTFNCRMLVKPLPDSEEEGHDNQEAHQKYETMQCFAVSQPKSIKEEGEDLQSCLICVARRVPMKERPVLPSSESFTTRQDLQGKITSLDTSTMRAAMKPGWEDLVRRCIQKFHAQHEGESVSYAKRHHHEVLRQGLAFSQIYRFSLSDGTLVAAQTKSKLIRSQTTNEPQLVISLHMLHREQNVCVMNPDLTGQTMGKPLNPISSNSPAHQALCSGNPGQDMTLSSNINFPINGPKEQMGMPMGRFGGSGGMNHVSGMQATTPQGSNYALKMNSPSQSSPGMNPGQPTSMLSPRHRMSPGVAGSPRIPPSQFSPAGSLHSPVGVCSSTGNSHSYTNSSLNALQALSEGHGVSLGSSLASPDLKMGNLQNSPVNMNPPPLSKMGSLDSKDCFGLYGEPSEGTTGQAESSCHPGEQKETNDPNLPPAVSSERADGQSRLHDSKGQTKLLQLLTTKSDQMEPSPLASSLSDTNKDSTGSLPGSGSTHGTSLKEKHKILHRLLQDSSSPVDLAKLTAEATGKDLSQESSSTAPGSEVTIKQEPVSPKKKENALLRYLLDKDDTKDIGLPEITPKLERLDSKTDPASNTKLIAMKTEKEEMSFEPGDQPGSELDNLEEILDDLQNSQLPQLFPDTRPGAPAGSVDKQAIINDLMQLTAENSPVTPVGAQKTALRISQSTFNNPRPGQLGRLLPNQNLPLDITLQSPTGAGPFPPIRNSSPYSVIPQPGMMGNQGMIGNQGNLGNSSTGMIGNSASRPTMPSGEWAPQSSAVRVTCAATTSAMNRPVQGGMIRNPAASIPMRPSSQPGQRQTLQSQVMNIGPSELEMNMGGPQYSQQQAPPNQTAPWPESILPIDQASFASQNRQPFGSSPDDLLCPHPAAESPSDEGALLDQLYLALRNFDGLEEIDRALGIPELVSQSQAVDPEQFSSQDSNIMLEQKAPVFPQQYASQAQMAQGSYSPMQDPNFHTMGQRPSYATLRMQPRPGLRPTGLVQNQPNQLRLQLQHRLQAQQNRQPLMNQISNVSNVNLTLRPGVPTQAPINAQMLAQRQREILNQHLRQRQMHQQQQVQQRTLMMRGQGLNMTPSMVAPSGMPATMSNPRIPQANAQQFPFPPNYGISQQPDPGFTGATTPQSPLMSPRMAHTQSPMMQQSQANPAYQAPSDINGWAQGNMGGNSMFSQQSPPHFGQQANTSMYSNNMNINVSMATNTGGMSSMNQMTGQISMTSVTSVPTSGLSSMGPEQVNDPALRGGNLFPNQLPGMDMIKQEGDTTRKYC
TLR9-MyD88 inh – inhibitors of human TLR9-MyD88 binding; Q9NR96+Q99836; CHO BLA complementation TLR9-MyD88, CCF4 FRET ratio; inhibition, % at 4.98 µM; 340,000 tested, 0.21% active; AID 504734;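 active = inhibition above the mean over all tested compounds plus 3 SD, cut at about 21% in these data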;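 note: 0% = DMSO only wells and 100% = clavulanate BLA inhibitor control wells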
NR5A2 inv ag – NR5A2 inverse agonism in reporter assay; inhibition, % at 3.6 µM; 360,000 tested, 0.13% active; AID 602396; HEK293T StAR-luciferase reporter, LRH-1 transfected, 24 h; O00482;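 active = inhibition above the mean inhibition of all tested compounds plus 3 SD, cut at about 73% in these data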;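 note: 0% = DMSO wells and 100% = reporter-only cells lacking LRH-1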
TWEAK-Fn14 inh – inhibitors of TWEAK-Fn14 interaction signaling. TWEAK-stimulated Fn14 reporter cells, luciferase luminescence, 8 h. inhibition, % at 10 µM. 360,000 tested, 2% active; in the data active = inhibition above about 50%
Starred values were filed as active, the others as inactive; nt = not tested or not shown. A portion of the library; the hit share may differ from the screen's.

cpd	mol	TWEAK-Fn14 inh	NCOA1 inh	TROY signal inh	COUP-TFII inh	EBV LMP1 NFkB	SRC2 inh	C8 TRAIL sens	NOD2 RIPK2 PPI	NR5A2 inv ag	TLR9-MyD88 inh	SRC3 inh
1	Cc1ccc(S(=O)(=O)N[C@H](C(=O)N2CCC(C(=O)N[C@@H](CCC(N)=O)C(=O)O)CC2)C(C)C)cc1	-2	-15	6	4	-1	-23	1	0	8	8	-8
2	CCOC(=O)Cn1nc(C)c(NC(=O)COc2cccc(Cl)c2)c1C	23	2	0	5	0	-4	3	10	4	5	22
3	CSCc1ccc(C(=O)NCC(c2cccs2)N2CCOCC2)cc1 (configuration not stated)	-6	-17	-27	-9	2	-13	6	-4	0	-3	-14
4	COc1cc2c(cc1NC(=O)CN(C)Cc1ccc(OC)c(OC)c1)oc1ccccc12	38	-2	24	-1	5	1	-22	-8	19	2	14
5	Cc1cccc(CN2CCN(C3CN(Cc4cn(Cc5ccccc5C(F)(F)F)nn4)S(=O)(=O)C3)CC2)c1 (configuration not stated)	12	15	7	13	nt	-4	0	12	7	nt	10
6	CC(C)(C)C1CCCCC1NC(=O)c1ccncc1 (configuration not stated)	8	0	10	-20	-12	33	-4	10	-6	5	-16
7	CC(=O)N1CC(C)Sc2ccc(S(=O)(=O)NCCc3ccccc3)cc21 (configuration not stated)	-12	-34	-16	15	4	-18	18	-8	-9	9	-15
8	O=C(CN1C(=O)S/C(=C\c2cccc(Cl)c2)C1=O)NC1C=CS(=O)(=O)C1 (configuration not stated)	-19	6	-16	-11	-27	-4	-23	-10	-3	-11	19
9	CC(C)C(NC(=O)c1ccccc1)C(=O)OCC(=O)N1CCCC1 (configuration not stated)	2	-1	-7	-5	-1	15	12	-15	-14	-5	-22
10	CCOCCC(=O)Nc1ccc2c(c1)c(=O)n(C)n2-c1ccc2ccccc2c1	15	-57	24	-55	nt	21	9	3	27	nt	0
11	CC(=O)Nc1cccc(OCc2c(F)cccc2Cl)c1	-5	-23	9	-10	-11	-6	3	-1	-7	4	10
12	CN(C)c1ccc(/C=C2/C=C(c3ccc4c(c3)CCCC4)OC2=O)cc1	-24	-2	-26	-15	-11	-2	9	-5	-8	-3	8
13	CCCNC(=O)C(Sc1ccccc1)c1ccccc1 (configuration not stated)	18	-4	-14	-7	5	-5	-5	0	3	2	9
14	O=C(Cc1ccc(Cl)cc1)SCc1ccccc1	1	-5	-25	9	-1	6	1	8	-17	-1	-1
15	C#CCOCCOCCOCCNc1nc(N2CCN(C(=O)Cn3cc(CCCN=C(N)N)nn3)CC2)nc(N2CCN(C(=O)[C@H](CCCCN)n3cc(CCCC)nn3)CC2)n1	-5	11	-16	-6	8	-26	-5	-8	10	0	-2
16	O=C(CC1SC(=O)NC1=O)Nc1ccc(Cl)cc1 (configuration not stated)	4	4	-7	4	-1	15	-2	-5	0	4	6
17	COC(=O)Oc1ccc(/C=N/NC(=O)CN(c2ccccc2Br)S(C)(=O)=O)cc1OC	-7	2	14	-12	4	16	14	3	-5	-3	15
18	CC(=O)c1sc(NC(=O)c2ccc(C)c(C)c2)nc1C	1	-93	-43	-44	-28	-47	33	1	-120	6	-93
19	CCCc1noc(-c2ccc(-c3ccccc3)cc2)n1	8	-134	-44	-37	-20	-83	6	-5	-99	6	-103
20	O=C(O)Cc1ccc(NS(=O)(=O)c2c(Cl)cccc2Cl)cc1	9	-4	-9	2	2	0	-11	3	0	0	17
21	Cc1cccc(CN2CCCC(C(=O)c3ccc4c5c(cccc35)CC4)C2)n1 (configuration not stated)	18	-27	9	7	11	-1	5	7	-6	-4	-1
22	Cc1cccn2c(=O)c3cc(C(=O)NCc4ccc(F)cc4)c(=N)n(CCCN4CCOCC4)c3nc12	-41	2	-4	0	-2	-21	-5	-26	17	-10	-9
23	CC(C)c1ccc(COC(=O)CN2C(=O)NC3(CCCCC3C)C2=O)cc1 (configuration not stated)	-2	4	6	-12	-7	-5	12	-4	-1	-5	-2
24	COc1ccc2cc3[n+](cc2c1O)CCc1cc2c(cc1-3)OCO2	9	nt	-5	-3	nt	-7	0	0	1	nt	nt
25	O=C(CCc1ccccc1)NCc1cccnc1	-3	-1	-1	-4	3	-12	5	-6	-2	-1	13
26	O=C(O)C(Oc1ccc2c(-c3ccccc3)cc(=O)oc2c1)c1ccccc1 (configuration not stated)	-12	5	9	2	3	11	8	-10	-1	-8	0
27	O=C1NC2(CCCCCC2)Oc2ccccc21	-13	-23	-11	-3	8	9	-1	0	9	2	-1
28	O=S(=O)(Nc1ccccc1O)c1ccc(-c2ccccc2)cc1	30	-3	-8	13	-26	1	-1	-12	-7	3	1
29	CCC(=O)Nc1cccc(C(=O)/C=C/c2ccccc2)c1	65*	0	8	-4	-8	-41	-14	8	-8	7	12
30	COC(=O)c1c(C)[nH]c(C=O)c1-c1ccccc1	-46	-30	-123	6	nt	-12	27	-8	-30	nt	-23
31	O=C(O)CC1C(=O)NCCN1C/C=C/c1ccccc1 (configuration not stated)	7	-6	-8	5	-1	22	-14	-7	0	-9	-1
32	CC(C)(CN1CCN(c2ccccc2)CC1)NS(=O)(=O)c1ccccc1	4	1	4	2	8	-1	4	-9	11	-2	17
33	COc1cccc(C(=O)Nc2ccc(C(=O)O)cc2)c1	-6	-11	-11	-2	-6	1	7	-11	-6	8	0
34	O=C(Nc1nnc(CCc2ccccc2)s1)c1cccs1	-11	-89	-54	-15	-22	-34	3	7	-21	9	-62
35	COc1cccc(C(=O)N2CCC(n3nccc3NC(=O)CCOc3ccccc3)CC2)c1	-6	5	-30	18	-2	4	-9	-7	-41	3	-2
36	CCC1=C(OC(=O)N(CC)CC)N2C(=O)OC(=NCC3CC3)[C@]2(Cc2ccccc2)[C@H]2C1=CC[C@H]1C(=O)N(C)C(=O)[C@H]12	-8	-14	4	19	12	12	6	7	16	-6	2
37	CCOc1ccccc1NC(=O)CCNC(=O)C1CCN(S(=O)(=O)c2ccccc2)CC1	26	-5	-2	-10	2	2	1	-3	3	6	-12
38	O=C(COC(=O)c1ccc(Br)o1)NC12CC3CC(CC(C3)C1)C2	0	-8	-44	-16	-6	1	-8	-5	21	-6	22
39	CN1C(=O)C(C(=O)NC(C)(C)C)C2c3ccccc3OC13CCCCC23 (configuration not stated)	10	3	-3	7	6	11	9	4	10	-2	12
40	Cc1ccc(OCC(=O)O/N=C(\N)Cc2ccc(Cl)cc2)cc1	-3	-7	-15	-9	-7	-13	-13	-1	0	3	-5
41	CC(C)CC1OC(C)CC2=C1C(=O)OC(C)(C)O2 (configuration not stated)	-4	nt	-6	23	nt	-15	-17	7	11	nt	nt
42	Nc1ccc2nc(SCC(=O)N3CCN(c4ccccc4)CC3)sc2c1	14	11	7	55*	10	3	23	-2	32	2	25
43	CCOC(=O)c1ccc(-c2ccc(/C=N/NC(=O)CN(c3ccccc3Br)S(C)(=O)=O)o2)cc1	67*	-32	-4	-18	-58	-30	22	-12	-62	1	-28
44	CCOc1[nH]n(-c2ccc(Cl)cc2)c(=O)c1C=Nc1ccc(O)cc1	17	11	-10	14	-7	3	13	5	14	11	2
45	COC(=O)Cc1ccc(OCC(=O)Nc2ccc(OC(F)(F)F)cc2)cc1	-22	-24	-9	1	-3	9	2	-10	11	-1	17
46	O=c1ccc(-c2n[nH]c(=S)n2-c2ccc(F)c(Cl)c2)n[nH]1	-9	-11	4	3	-1	-9	4	4	-1	11	-9
47	COCCNC(=O)/C(C#N)=C/c1cccc(/C=C(\C#N)C(=O)NCCOC)c1	65*	-7	28	7	16	-14	28	14	21	-6	-7
48	O=C(NC1CCCCC1)C1c2ccccc2OCC(=O)N1Cc1cccnc1 (configuration not stated)	-16	nt	-4	-5	nt	-8	-6	-11	4	nt	nt
49	O=C(O)c1ccc(Cl)c(S(=O)(=O)Nc2ccc(OCc3ccccc3)cc2)c1	-5	-19	-67	-10	-29	-16	-3	0	-30	3	-32
50	O=S(=O)(c1ccccc1)N1CCN=C1SCc1ccccc1	-9	14	1	-4	-1	-7	1	-13	-4	0	-9
51	O=C(COc1ccccc1F)Nc1ccc(S(=O)(=O)N2CCCC2)cc1	13	8	5	-13	0	-31	-3	4	-12	-15	-5
52	Cc1cnc(NS(=O)(=O)c2ccccc2)c(C)n1	1	5	11	11	-3	7	18	-12	-3	6	-11
53	Cc1ccc(C(=O)N/C(=C\c2ccccc2)C(=O)OCc2ccccc2)cc1	7	-37	-48	-17	16	-28	-12	4	-19	6	-30
54	O=C(CN1C(=O)c2cccc3cccc1c23)Nc1ccc(S(=O)(=O)N2CCOCC2)cc1	-5	1	10	8	2	-4	-11	3	33	9	7
55	Cc1cc(/C=C2\NC(=O)NC2=O)c(C)n1-c1ccc(N2CCOCC2)cc1	-12	-9	2	-5	-18	-5	-5	-1	-16	-12	5
56	COc1c(O)ccc2cnn(-c3ccccc3C)c(=O)c12	-10	3	2	2	2	-27	17	-5	13	-8	1
57	COc1ccc(CCNC(=O)c2c(O)c3cc(OC)c(OC)cc3[nH]c2=O)cc1OC	16	-6	7	10	-5	-20	7	-8	-19	-4	-3
58	O=C(NCCc1ccccc1)c1cccc(S(=O)(=O)NCc2ccccc2)c1	-4	-29	-37	-22	-5	14	15	-8	-21	6	-17
59	COc1ccc([N+](=O)[O-])cc1NC(=O)C(C)OC(=O)C1CCC1 (configuration not stated)	0	-8	-5	-15	5	9	13	4	-1	11	-23
60	COc1cccc(NC(=O)C(Cc2ccccc2)n2cccc2)c1 (configuration not stated)	7	7	-4	16	-3	4	2	2	-2	7	16

Later entries
cpd	mol	TWEAK-Fn14 inh	NCOA1 inh	TROY signal inh	COUP-TFII inh	EBV LMP1 NFkB	SRC2 inh	C8 TRAIL sens	NOD2 RIPK2 PPI	NR5A2 inv ag	TLR9-MyD88 inh	SRC3 inh
61	CCOC(=O)c1c(NC(=O)COC(=O)c2nccnc2N)sc2c1CCC2	-3	12	13	0	-11	20	-5	-3	-1	3	-1
62	S=c1[nH]nc(CCc2ccccc2)n1Cc1ccccc1	1	-3	2	-2	0	10	4	-3	-9	4	-1
63	CCN(CC)CCNC(=O)c1ccc(NC(=O)c2cc(S(=O)(=O)N3CCCCC3)ccc2N2CCOCC2)cc1	-2	-12	-11	12	-9	9	-3	5	-7	-6	13
64	CCOc1ccccc1C1C(C#N)=C(N)Oc2cc(N)ccc21 (configuration not stated)	22	0	33	23	2	-6	-1	2	3	-3	-19
65	Cc1c(C(=O)Nc2ccncc2)sc2nc(-c3ccccc3)cn12	68*	7	28	52*	6	11	-1	3	-36	14	7
66	Cc1cc(C)c(OCC(=O)Nc2ccc(NC(=O)c3ccco3)cc2)c([N+](=O)[O-])c1	-1	2	-15	-2	2	-9	3	-9	-21	5	-2
67	CC1CC(C)(C)NC2(CCCC2)N1 (configuration not stated)	-1	-15	2	4	1	-7	-14	3	22	2	3

Two entries from above, with one line to a screen.
61. CCOC(=O)c1c(NC(=O)COC(=O)c2nccnc2N)sc2c1CCC2
62. S=c1[nH]nc(CCc2ccccc2)n1Cc1ccccc1
Compound,61,62
TWEAK-Fn14 inh,-3,1
NCOA1 inh,12,-3
TROY signal inh,13,2
COUP-TFII inh,0,-2
EBV LMP1 NFkB,-11,0
SRC2 inh,20,10
C8 TRAIL sens,-5,4
NOD2 RIPK2 PPI,-3,-3
NR5A2 inv ag,-1,-9
TLR9-MyD88 inh,3,4
SRC3 inh,-1,-1
